FBW7 activator = human FBW7 E3 ligase activation, primary screen; Q969H0; AlphaScreen FBW7–phospho-cyclin E peptide binding, activator screen; normalized activity (activation), % at 26.1 µM; 0.13% of 650,000 active; AID 1259310; in the data active = normalized activity above about 1.9%;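 also: purified mutant Fbw7 with reduced substrate affinity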
TEAD-YAP block = TEAD-YAP interaction inhibition; AID 1259422; 1.4% of 640,000 active; HEK-TIYL cells, TEAD-Gal4/YAP UAS-luciferase luminescence; inhibition, % at 9.12 µM; in the data active = inhibition above about 32%;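 also: 0% = median of test compound wells and 100% = reference inhibitor wells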
GPR151 activ = activators of human GPR151. activation, % at 11.2 µM. PathHunter beta-arrestin GPR151 cells, luminescence. 1% of 650,000 active. AID 1508602; in the data active = activation above about 4.9%;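 also: 0% = median of compound wells and 100% = cells with positive control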
Target sequence (Q8TDV0 whole entry, looked up): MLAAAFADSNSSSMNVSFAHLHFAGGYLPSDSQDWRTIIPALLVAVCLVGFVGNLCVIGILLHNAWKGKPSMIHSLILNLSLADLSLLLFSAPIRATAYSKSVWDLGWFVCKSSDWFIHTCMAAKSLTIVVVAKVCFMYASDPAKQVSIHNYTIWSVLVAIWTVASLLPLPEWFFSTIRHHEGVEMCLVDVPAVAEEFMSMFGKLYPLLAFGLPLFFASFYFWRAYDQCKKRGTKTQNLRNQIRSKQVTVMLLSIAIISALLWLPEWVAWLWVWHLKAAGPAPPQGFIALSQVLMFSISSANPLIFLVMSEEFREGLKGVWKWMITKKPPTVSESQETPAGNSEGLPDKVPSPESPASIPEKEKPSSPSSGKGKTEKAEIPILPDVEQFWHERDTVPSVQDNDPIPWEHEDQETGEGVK
MITF inh = inhibitors of human MITF | 0.91% of 650,000 active | AlphaScreen MITF homodimerization, bead proximity signal | O75030 | inhibition, % at 2.6 µM | AID 1259374; in the data active = inhibition above about 50%;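 also: 0% = vehicle wells with protein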
Target sequence (O75030 whole entry, looked up): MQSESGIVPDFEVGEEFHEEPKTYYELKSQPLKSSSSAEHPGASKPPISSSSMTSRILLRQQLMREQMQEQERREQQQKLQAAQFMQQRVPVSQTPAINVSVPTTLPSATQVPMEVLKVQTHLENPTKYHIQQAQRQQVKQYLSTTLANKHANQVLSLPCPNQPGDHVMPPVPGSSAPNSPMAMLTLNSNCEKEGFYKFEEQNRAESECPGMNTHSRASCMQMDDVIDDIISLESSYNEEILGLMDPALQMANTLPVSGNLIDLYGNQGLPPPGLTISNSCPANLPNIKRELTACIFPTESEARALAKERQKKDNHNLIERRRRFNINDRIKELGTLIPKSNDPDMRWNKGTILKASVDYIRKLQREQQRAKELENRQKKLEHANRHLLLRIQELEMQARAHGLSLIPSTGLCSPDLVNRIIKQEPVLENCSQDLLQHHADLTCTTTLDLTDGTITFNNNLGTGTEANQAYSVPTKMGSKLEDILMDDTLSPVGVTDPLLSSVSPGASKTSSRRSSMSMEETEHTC
* hit, by the source's call.

SMILES | FBW7 activator | TEAD-YAP block | GPR151 activ | MITF inh
COc1cc(C(=O)Oc2ccc3c(=O)c(Oc4cccc(C)c4)coc3c2)cc(OC)c1OC | 0.5 | 4.4 | 0.2 | 21.2
O=C(c1ccccn1)N1CCC(C(O)(c2ccccc2)c2ccccc2)CC1 | 0.0 | 1.9 | -0.2 | 1.1
CCCCSCCCNC(=O)Nc1ccc(OCC)cc1 | 0.4 | 4.6 | -2.2 | 4.2
CC1=C(C(=O)Nc2cccc(C)c2C)C(c2ccc(C)cc2)NC(=S)N1 (stereo unspecified) | -0.1 | 6.7 | 2.3 | 3.7
O=C(O)c1ccccc1C(=O)Nc1nnc(SCc2nc3ccccc3[nH]2)s1 | -0.1 | -3.8 | -0.5 | -3.0
Cn1c(SCC(=O)NCCc2ccccc2)nnc1C1CCCCC1 | 0.4 | -3.5 | -0.9 | 22.1
CC(C)CNc1ncnc(N)c1[N+](=O)[O-] | 0.0 | 16.7 | -0.4 | -4.6
CCOC(=O)C1SCCN1c1ccc(C)cc1 (stereo unspecified) | -0.1 | -1.9 | 0.5 | -5.9
Cn1c(C(=O)N2CCc3ccccc32)cc2c(=O)n3ccccc3nc21 | -0.2 | -4.1 | 0.7 | 13.9
O=C(COC(=O)c1ccc2c(c1)C(=O)N(C1CCCCC1)C2=O)c1ccc(Cl)cc1 | 0.0 | 0.3 | 0.7 | -3.2
CCOP(=O)(CN(CC)C(=O)c1ccccc1Br)OCC | -0.1 | -11.2 | 0.4 | 4.9
O=C(CCCn1c(SCC(=O)NCC2CCCO2)nc2ccccc2c1=O)NCCc1ccccc1 (stereo unspecified) | -0.1 | -0.4 | -1.4 | 2.4
CC(=O)Nc1cccc(C(=O)NCCc2nc3ccccc3[nH]2)c1 | -0.1 | -1.2 | 0.5 | -2.5
CC1=Nc2cc(C(=O)NCCN(C)C)ccc2Sc2ccc(Br)cc21 | -0.3 | 60.0* | -0.6 | 10.0
COC(=O)[C@@H](NC(=O)Cn1cc(NC(=O)Cc2ccccc2OC)cn1)c1ccccc1 | 0.1 | 9.6 | 1.0 | 9.9
CCCCc1nnc2sc(NC(=O)c3ccccc3C)nn12 | 0.3 | 9.8 | 2.7 | 8.2
O=C(CSc1ncccn1)NCCCc1ccccc1 | -0.2 | 4.8 | 3.8 | -5.3
CCOc1ccc(-c2nnc3ccc(SCC(=O)O)nn23)cc1 | 0.1 | 4.3 | 0.6 | 3.4
Cc1ccc(C)c(N2CCN(C(=O)CCc3nnc(-c4cc(C)on4)o3)CC2)c1 | -0.1 | -54.0 | 0.4 | 3.1
N#Cc1cc2c(nc1SCC(=O)Nc1c(Br)cc(Br)cc1Br)CCCC2 | 0.0 | 0.6 | 2.3 | -1.8
CC1=CC(=O)C=C(C)C1=NOC(=O)c1cccc([N+](=O)[O-])c1 | 0.5 | -5.3 | 0.0 | 23.5
CC(C)(C)C(=O)N1CCN(c2ccc(C(F)(F)F)cc2[N+](=O)[O-])CC1 | 0.4 | -0.8 | 0.5 | 23.7
CCN(CC)C(=O)Sc1nc2ccccc2s1 | -0.1 | 43.8* | -5.9 | 24.5
COc1cccc(CNCC(=O)N2CCCC2)c1 | 0.1 | 6.1 | -0.3 | 22.7
O=C(CCc1nnc(-c2ccc(-c3ccccc3)cc2)o1)NCCCn1ccnc1 | -0.3 | 17.8 | -1.1 | 0.7
COc1cc(-c2[nH]c(=O)c(C(=O)O)cc2C(=O)O)cc(OC)c1OC | -0.1 | 1.0 | -1.4 | 9.3
CN(C)C(CNC(=O)Nc1cccs1)c1cccs1 (stereo unspecified) | 0.1 | 3.3 | 1.0 | 6.0
CN(c1ccc(C(=O)Nc2cc(F)cc(F)c2)cc1[N+](=O)[O-])C1CCCCC1 | 0.1 | -5.5 | -2.0 | 16.8
O=C(CSC1=NCCS1)NC1CCCc2ccccc21 (stereo unspecified) | 0.0 | 1.0 | 1.0 | 7.0
O=C(NCc1ccccc1)N1C2CCC1CC(O)(c1cccnc1)C2 (stereo unspecified) | 0.1 | 3.3 | 0.3 | 8.8
COc1ccccc1C(=O)OCCN(C)C(C)C | 0.1 | -7.7 | 0.1 | 3.7
Cc1cc(Br)cc(C)c1OCC(=O)NNC(=O)CCC(=O)Nc1ccccc1 | -0.1 | -8.5 | 0.0 | 20.4
NS(=O)(=O)c1cc2c3c(c1)C1C=CCC1C(c1ccc([N+](=O)[O-])cc1)N3CC1CC=CC21 (stereo unspecified) | -0.2 | -0.2 | 1.4 | 11.3
CCc1ccc(C(=O)Nn2c(-c3cccc(OC)c3)nc3ccccc3c2=O)cc1 | -0.2 | 2.5 | 2.9 | 2.7
CCOc1cccc(C=NCCNC(=O)c2nonc2N)c1O | 0.2 | 1.2 | 0.1 | 6.7
CCc1ccc2[nH]c3nc(SCC(=O)NCCOC)nnc3c2c1 | 0.2 | -9.4 | -0.5 | 2.3
O=C(CN1CCN(Cc2ccccc2)CC1)Nc1nccs1 | -0.2 | 3.3 | 1.8 | -1.3
COCCCNC(=O)CN(c1cc(C)ccc1C)S(=O)(=O)c1ccccc1 | 0.0 | -12.9 | -0.7 | -9.8
COC(=O)C(C(=O)Nc1ccc([N+](=O)[O-])cc1)C1CCCCCC1 (stereo unspecified) | 0.2 | 6.8 | 0.2 | 10.1
CCCN(CCC)C(=O)c1ccc(OCC)cc1 | 0.5 | -2.2 | -0.7 | -4.0
CC(=O)C1C(c2ccccc2)NC(=O)NC1(O)C(F)(F)F (stereo unspecified) | 0.0 | -1.2 | -0.3 | -6.8
COc1cc(N=CC2=C(O)c3ccccc3C2=O)cc(OC)c1OC | 0.3 | -0.4 | 0.3 | -18.8
Cc1c(Cc2ccccc2)c(=O)oc2c(C)c(OC(C)C)ccc12 | 0.0 | -12.7 | -0.9 | 2.2
CCc1nnc(N/N=C\c2cc3c(cc2Br)OCO3)n1N | -0.1 | -4.5 | -0.3 | 9.2
COc1cccc(NC(=O)c2sc3cc(C)ccc3c2Cl)c1 | 0.0 | -27.4 | -0.4 | -5.0
Cc1ccc(C2=CC(c3cccc(F)c3)n3ncnc3N2)cc1 (stereo unspecified) | 0.1 | -3.8 | -1.7 | 18.6
CCC(C)NC(=O)CSc1ncccc1C(=O)OC(C)C (stereo unspecified) | 0.0 | -12.3 | 3.2 | -0.3
CCC(NS(=O)(=O)c1ccc(OC)cc1)C(=O)NCc1ccco1 (stereo unspecified) | -0.1 | -13.0 | 0.8 | -5.8
CCSCCOC(=O)C1=C(C)NC(=S)NC1c1ccc(N(C)C)cc1 (stereo unspecified) | -0.2 | 2.0 | 0.1 | 4.7
COc1ccc(-n2cc(-c3ccccc3)c3c(SC)ncnc32)cc1 | -0.1 | -7.4 | -1.3 | -2.5
Cc1c(Br)c([N+](=O)[O-])nn1CC(=O)NCc1ccccc1 | 0.3 | -8.0 | -1.4 | 6.1
COC(=O)c1oc2ccccc2c1NC(C)=O | 0.6 | 0.0 | -1.4 | 17.6
COc1cc(OC)cc(-c2nnc(NC(=O)c3cccc(OC)c3OC)o2)c1 | -0.5 | -4.6 | -1.7 | -15.3
Cn1c2c(c(=O)[nH]c1=O)C(c1ccccc1Cl)C1=C(CCCC1=O)N2 (stereo unspecified) | 0.0 | -2.7 | 0.7 | -2.4
COc1ccc(/C(C)=N/NC(=O)Cc2cccn2C)cc1 | 0.2 | -3.7 | -0.4 | 9.8
COCCn1cnc2c1c(=O)[nH]c(=O)n2CC(C)C | 0.0 | 0.9 | 1.9 | 14.2
C/C(=N\NC(=O)c1ccc(F)cc1)c1cc(Cl)cc(Cl)c1O | -0.1 | -20.6 | 1.4 | -0.2
Nc1ncc(-c2cccc(O)c2)nc1-c1ccc(O)cc1 | 0.0 | -10.3 | 0.1 | 0.9
O=C1CSC(c2ccc(Cl)cc2Cl)N1c1ccc(Oc2ccccc2)cc1 (stereo unspecified) | 0.1 | 1.1 | 0.7 | 13.5
C=CCSc1nc2sc3c(c2c(=O)n1CCCC)CCC3 | 1.3 | -4.5 | -1.0 | 16.7

(list continues)
SMILES | FBW7 activator | TEAD-YAP block | GPR151 activ | MITF inh
O=C(/C=C/c1ccc(N2CCOCC2)cc1)c1ccc(S(=O)(=O)N2CCCC2)cc1 | 0.0 | -7.6 | -1.3 | -6.2
FC(F)(F)C1(C(F)(F)F)N=C(c2ccco2)OC(N2CCOCC2)=N1 | 0.1 | 17.5 | 0.1 | 4.6
Cc1cc(C)nc(NS(=O)(=O)c2ccc(NC(=O)CC(NC(=O)C(F)(F)F)c3ccccc3)cc2)n1 (stereo unspecified) | 0.0 | 0.8 | 1.0 | 6.2
COc1cccc2c1N(C(=O)CN1C(=O)CCC1=O)C(C)(C)c1ssc(=S)c1-2 | -0.1 | -9.9 | 0.0 | 5.0
CCOc1ccc(-c2nn3c(-c4ccncc4)nnc3s2)cc1 | 0.7 | -2.0 | -1.2 | 21.0
CCOC(=O)/C(C#N)=C/c1ccc(-c2ccc(Cl)c(C(=O)O)c2)o1 | -0.1 | -36.4 | -0.8 | 18.2
CN(C(=O)CN(C)S(=O)(=O)c1ccc2ccccc2c1)c1ccccc1 | 0.0 | -1.2 | 0.1 | 0.5
Cc1ccc(NC(=O)N[C@H]2C[C@H]3C(=O)N[C@@H](CO)C(=O)N3C2)cc1C | -0.1 | -5.2 | -0.5 | -0.1
N#CC1=C(N)Oc2n[nH]c(-c3ccc(F)cc3)c2C1c1cn[nH]c1-c1ccc(F)cc1 (stereo unspecified) | -0.3 | -11.3 | 0.6 | 6.5
CC(=O)Nc1ccc(NC(=O)c2cccc(Cl)n2)cc1 | 0.2 | -38.3 | -4.2 | 8.7
CN(CC(F)(F)C(F)F)S(=O)c1ccc2ccccc2c1 (stereo unspecified) | 0.2 | 6.5 | 1.9 | 1.4
N#CCCn1cc(C(=O)Nc2ccc(C(=O)O)cc2)c(-c2ccccc2)n1 | -0.3 | -1.9 | 2.0 | -15.3
C/C(=C\C(=O)c1ccccc1)Nc1cccc(O)c1 | -0.1 | 2.6 | 0.0 | 11.7
c1ccc(Nc2cccc(-c3ccnc(Nc4cccc(-c5ncn[nH]5)c4)n3)c2)cc1 | 0.6 | 25.8 | 1.0 | 18.1
COc1cccc(CNCc2c(C(=O)O)c(C)n(Cc3ccccc3)c2C)c1OC | -0.3 | -7.3 | -0.4 | 34.4
CC1CC(C)CN(C(=O)Nc2cccc(Cl)c2)C1 (stereo unspecified) | 0.1 | -3.4 | -0.8 | -2.0
O=C(Cn1c2ccccc2c(=O)c2ccccc21)Oc1ccc2ccccc2c1 | 0.0 | -8.6 | 0.8 | 5.1
CC1=C(C(=O)Nc2ccc(Cl)cc2)C(c2ccncc2)C(C#N)=C(SCC(N)=O)N1 (stereo unspecified) | 0.1 | -23.1 | 0.2 | -2.9
O=C1/C(=C\c2ccc(F)cc2)NC(=S)N1c1ccccc1 | -0.2 | 2.0 | 0.8 | 2.7
CCOC(=O)C1=C(C)N=c2s/c(=C\c3ccc(O)c(OCC)c3)c(=O)n2C1c1ccc(OC)c2ccccc12 (stereo unspecified) | -0.2 | -1.3 | -0.7 | -8.7
Cc1nn(-c2ccccc2)c(C)c1/C=C/C(=O)OCC(=O)c1ccc2c(c1)OCCO2 | -0.1 | -3.8 | -0.4 | -3.2
COCCN1CCn2c(nc3cc(NC(C)=O)ccc32)C1 | 0.0 | -0.3 | 2.9 | 9.0
COC(=O)Cn1c(=N)n(Cc2ccc(C(C)(C)C)cc2)c2ccccc21 | 0.0 | 0.0 | 0.2 | -11.4
COc1ccc(C2CC(=O)C3=C(C2)NC(C)=C(C(=O)OC(C)C)C3c2cccc(Cl)c2)cc1OC (stereo unspecified) | 0.6 | 45.9* | 0.4 | 4.7
COc1ccc(S(=O)(=O)CC(SC#N)c2ccccc2)cc1 (stereo unspecified) | -0.2 | 23.7 | -1.1 | -7.7
CN(CCC#N)S(=O)(=O)c1ccc2[nH]cc(C(=O)N3CCCC3)c(=O)c2c1 | 0.3 | -2.3 | 0.2 | 16.4
COc1ccc(C(=O)CSc2n[nH]c(-c3ccccc3O)n2)cc1 | 0.1 | -9.0 | 0.1 | -2.0
COc1ccc(NC(=O)COc2ccc(Br)cc2Cl)c(OC)c1 | 0.1 | 2.5 | -1.0 | -1.1
COc1ccc(-c2cc(C(F)(F)F)n3nc(C(=O)Nc4cccc(C)c4C)cc3n2)cc1OC | 0.0 | 7.6 | -0.3 | 16.1
CC(=O)Nc1ccc(NC(=O)CN(C)CCC#N)cc1 | 0.7 | 1.2 | -0.4 | -1.8
CC1CCCN(C(=S)Nc2ccc(Cl)c(Cl)c2)C1 (stereo unspecified) | 0.1 | -3.6 | -1.0 | 3.5
Cc1cc2c(c(=O)n1Cc1ccco1)C(c1cccs1)C(C#N)=C(N)O2 (stereo unspecified) | 0.1 | 1.8 | -0.1 | 7.5
